Bioassay records from PubChem.
Scp1 inh = Scp-1 (human) phosphatase inhibition. Recombinant Scp1, phosphopeptide, malachite green phosphate absorbance. inhibition, % at 20 µM. 340,000 tested, 0.88% active. AID 493091;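 active means inhibition above about 50% at 20 µM, limit read from the data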;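 further: plate controls were DMSO wells with enzyme for no effect and wells lacking enzyme for full effect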
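Test system – truncated SCP-1 phosphatase (76-261aa) · Reagent – Phosphorylated 17-residue peptide substrate · Incubation – 45 min room-temperature reaction, 5 min colour, 30 min stabiliser · Detection – colorimetric phosphate reagent with accelerator and stabiliser, absorbance at 630 nm · Measure – % inhibition at 20 µM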
Rpn11 inh = Rpn11 (human) deubiquitinase inhibition; 360,000 tested, 0.59% active; calls only at 20 µM; human 26S proteasome, Ub4-pepOG fluorescence polarization; 20S core pre-blocked with epoxomicin; O00487;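 active means inhibition at 20 µM, scaled to each plate's controls, above about 33%, limit read from the data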
NadD inh = NadD (S. aureus) enzyme inhibition; purified NadD enzyme, colorimetric absorbance read-out; inhibition, % at 20 µM; 360,000 tested, 0.78% active; AID 602399; in the data active means inhibition above about 26%; further: some compounds past the cut are filed as inactive
Rin1 Abl inh = human Rin1-Abl interaction inhibition. inhibition, % at 7.35 µM. TR-FRET Rin1/Abl binding, biochemical. P00519+Q13671. 360,000 tested, 0.4% active; in the data active means inhibition above about 5%, passing the limit was not always enough
DNMT1 inh = blocks human DNA methyltransferase DNMT1; P26358; DNMT1 molecular beacon, Hinp1I cleavage, fluorescence; inhibition (reported as % activation of signal), % at 10 µM; 360,000 tested, 0.83% active; in the data active means inhibition above about 50%
Target sequence (P26358 504-1616 limits assumed): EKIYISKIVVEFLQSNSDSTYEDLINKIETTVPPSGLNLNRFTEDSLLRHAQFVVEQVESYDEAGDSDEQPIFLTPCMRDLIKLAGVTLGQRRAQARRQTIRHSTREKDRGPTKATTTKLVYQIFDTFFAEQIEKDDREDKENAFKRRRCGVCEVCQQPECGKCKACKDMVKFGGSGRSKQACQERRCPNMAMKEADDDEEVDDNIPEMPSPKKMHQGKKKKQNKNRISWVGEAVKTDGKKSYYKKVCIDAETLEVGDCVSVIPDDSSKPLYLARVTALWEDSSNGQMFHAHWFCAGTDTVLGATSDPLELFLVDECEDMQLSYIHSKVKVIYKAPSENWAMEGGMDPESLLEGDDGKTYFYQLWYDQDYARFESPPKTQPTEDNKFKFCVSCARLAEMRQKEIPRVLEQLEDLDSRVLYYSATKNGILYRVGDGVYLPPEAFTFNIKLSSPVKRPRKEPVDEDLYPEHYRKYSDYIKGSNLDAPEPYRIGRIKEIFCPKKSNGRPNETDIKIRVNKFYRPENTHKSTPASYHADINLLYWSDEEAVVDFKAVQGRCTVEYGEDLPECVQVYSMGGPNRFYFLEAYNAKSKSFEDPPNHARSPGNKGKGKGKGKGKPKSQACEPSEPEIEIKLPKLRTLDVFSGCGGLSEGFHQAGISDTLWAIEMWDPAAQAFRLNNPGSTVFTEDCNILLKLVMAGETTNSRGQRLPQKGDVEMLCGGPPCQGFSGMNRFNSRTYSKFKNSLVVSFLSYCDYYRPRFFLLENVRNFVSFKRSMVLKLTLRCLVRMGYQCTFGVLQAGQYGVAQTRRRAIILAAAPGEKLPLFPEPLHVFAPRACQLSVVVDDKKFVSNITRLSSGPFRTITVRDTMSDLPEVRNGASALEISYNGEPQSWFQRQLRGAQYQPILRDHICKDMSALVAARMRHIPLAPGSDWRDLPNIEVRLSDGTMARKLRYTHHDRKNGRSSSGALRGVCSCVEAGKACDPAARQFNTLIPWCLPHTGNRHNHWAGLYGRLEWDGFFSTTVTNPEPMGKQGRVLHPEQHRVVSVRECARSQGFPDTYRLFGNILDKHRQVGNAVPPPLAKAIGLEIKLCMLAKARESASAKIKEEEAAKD
LMPTP block = blocks human LMPTP phosphatase | inhibition, % at 20 µM | 360,000 tested, 0.22% active | recombinant LMPTP-A, OMFP fluorogenic substrate, fluorescence intensity | P24666;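 active means compounds that cut the enzyme signal by at least half of the control window in the single-dose screen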;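 further: plate controls were DMSO wells with enzyme plus substrate for no effect and substrate without enzyme for full effect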
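material = LMPTP-A | quantity = 0.625 nM enzyme | reagent = OMFP substrate, 400 µM final | buffer or medium = Bis-Tris pH 6.0, DTT, detergent | detection = endpoint fluorescence intensity from OMFP dephosphorylation | dosing = single 20 µM dose | read-out basis = % inhibition relative to no-enzyme and uninhibited control wells | control set = no-enzyme and uninhibited controls | timing = 50 min at room temperature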
STEP block = blocks human striatal-enriched tyrosine phosphatase; inhibition, % at 20 µM; 360,000 tested, 0.25% active; recombinant STEP, OMFP fluorogenic substrate, fluorescence; P54829;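 active means inhibition at 20 µM, scaled per plate between control wells, above about 37%, limit read from the data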;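 further: 0% = DMSO with enzyme and substrate and 100% = substrate only without enzyme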
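Assay system: isolated STEP enzyme / Timing: 20 min at room temperature, dark / Doses: 20 µM, 1% DMSO / Technique: fluorescence intensity, excitation 480 nm, emission 540 nm / Reagent: fluorogenic phosphatase substrate OMFP at 25 µM final / Measure: percent inhibition scaled to no-enzyme and uninhibited-enzyme controls, plate-pattern corrected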
CSN inh = inhibitors of human CSN-mediated cullin deneddylation. inhibition, % at 12.5 µM. Q92905. 360,000 tested, 0.38% active. Purified CSN, SCF-Nedd8-OG deneddylation, fluorescence polarization;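 active means pattern-corrected inhibition above about 35%, with an unprinted fluorescence ratio check between 0.5 and 1.5, limit read from the data, passing the limit was not always enough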;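 further: 0% = enzyme with substrate and 100% = substrate without enzyme; some results filed as inactive read as strong as hits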
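Assay system: purified human Csn5 enzyme expressed in HEK293T cells; Input: 0.24 nM Csn5 enzyme, final concentration; Reagent: 10 nM SCFSkp2-Nedd8OG; Compound dosing: 12.5 µM single point; Times: reaction 90 min, room temperature; Technique: fluorescence polarization readout.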
SUMO1 PPI mod = SUMO1-SIM interaction modulation | SUMO1 binding to a labelled peptide, TR-FRET, 1 h | inhibition, % at 20 µM | 360,000 tested, 0.33% active | AID 602429; in the data active means inhibition above about 37%
Neddylation inh = blocks human cullin neddylation; P61081+Q13564; TR-FRET cullin neddylation, biochemical; calls only at 25 µM; 360,000 tested, 0.58% active; AID 651699; in the data active means inhibition above about 36%
* marks the source's active call; other numbers are inactive results; i = inactive; nt = not tested or not shown. Compounds as they come; any-hit rate near 3.8%.

SMILES	Scp1 inh	Rpn11 inh	NadD inh	Rin1 Abl inh	DNMT1 inh	LMPTP block	STEP block	CSN inh	SUMO1 PPI mod	Neddylation inh
CCOC(=O)C1CCN(Cc2ccc(F)c(Br)c2)CC1	-2	i	2	-2	3	-0.9	-2	-3	-1	i
CC(=O)Nc1nc(SCC(=O)NCC2CCCO2)[nH]c(=O)c1NC(=O)c1cccs1 (centres undefined)	3	i	-1	7	3	-1.2	-2	0	2	i
O=C(c1ccc(-n2cnnn2)cc1)N1CCN(C(c2ccccc2)c2ccccc2)CC1	4	i	4	1	-6	0.7	2	5	2	i
Cc1ccc2c(c1)[C@H]1[C@H](CO2)[C@H](c2ccccc2)[C@]2(C)C(=O)Nc3cc(Cl)ccc3C(=O)N12	-18	i	19	4	0	1.2	3	-8	-19	i
O=C(C1=C[C@H](C2CCCCC2)C[C@H](OCCCCO)O1)N1CCOCC1	-2	i	-4	1	2	-1.7	2	2	1	i
COc1ccc(CNC(=O)c2cc(-c3ccccc3O)n[nH]2)cc1	-10	i	5	7	2	-0.3	-1	-1	-5	i
Cc1cc(C)n2nc(S(=O)(=O)N(C)c3ccccc3)nc2n1	3	i	0	-3	2	-0.9	2	-8	-3	i
CCOC(=O)c1cnc2ccc(F)cc2c1Nc1ccc2c(c1)OCCO2	1	i	2	0	-5	2.5	-2	3	-5	i
Cc1cccc(/C=C/c2onc(C)c2S(=O)(=O)N2CCC(C(=O)N3CCCCCC3)CC2)c1	-8	i	8	2	-3	8.7	0	-4	-10	i
O=C(Nc1nnc(SCc2cccc(F)c2)s1)c1ccco1	-1	i	-2	2	2	-0.2	-2	0	2	i
Cc1ccc(-c2cc(-c3ccc(C)cc3O)[nH]n2)cc1	-4	i	4	3	-6	2.8	-2	8	-5	i
CCCc1cc(=O)[nH]c(SCc2cc(=O)oc3cc(C)c(C(C)C)cc23)n1	1	i	7	-3	7	0.8	2	-10	0	i
Cc1ccc2[nH]c(=O)c(CN(CCCN(C)C)C(=O)Nc3ccc(F)cc3)cc2c1	2	i	-4	0	6	-0.9	-4	2	4	i
CC(C)(C)c1cc(C(=O)O)n[nH]1	-5	i	7	3	1	-2.8	-6	-1	-3	i
COC(=O)c1c[nH]n2c(=O)c(C(C)C)c(C)nc12	0	i	-3	2	0	1.2	-1	-1	2	i
O=C(CN1C(=O)c2ccccc2C1=O)N1CCN(c2ccccn2)CC1	5	i	2	5	1	-1.9	-6	-5	-8	i
Cc1ccc2nc(NC(=O)C3CC3C)sc2c1 (centres undefined)	-1	i	-2	3	-1	-0.6	-2	1	-4	i
N#CC(c1ccc(=O)[nH]n1)c1ccc(Cl)cc1Cl (centres undefined)	-10	i	-1	-4	-2	-1.0	0	2	2	i
Cc1c(NC(=S)N/N=C/c2ccc(N(C)C)cc2)c(=O)n(-c2ccccc2)n1C	19	i	4	-1	-7	0.3	-1	0	-10	nt
Cc1c(N=NC2=C(O)CC(C)(C)CC2=O)cc2c(c1[N+](=O)[O-])C(C)(C)CC2(C)C	-11	i	1	3	4	1.3	2	-7	-2	i
C=CCn1c(SCC(=O)Nc2ccccc2CC)nnc1-c1ccncc1	-8	i	-11	-2	1	-1.3	-4	9	-1	i
CC(C)Cn1c(=S)[nH]c2ccccc2c1=O	-8	i	-6	2	3	0.2	-4	-4	-3	i
O=C(COC(=O)Cc1ccc(Cl)cc1Cl)NCc1ccccc1	nt	i	0	-1	4	-1.1	-2	-2	-4	i
CCCCOc1ccc(C)cc1CN(CCO)CCO	-1	i	0	3	5	-0.1	2	0	0	i
CNS(=O)(=O)c1cc(OCC(N)=O)c(C)cc1Cl	-6	i	1	0	4	-2.2	2	0	1	i
CCOCCCNC(=O)C(NC(=O)c1ccc2c(c1)OCO2)c1ccc(Cl)cc1 (centres undefined)	-5	i	-8	2	1	-0.2	-3	1	1	i
C=CCN(c1ccc(C(=O)NCCN2CCOCC2)cc1)S(C)(=O)=O	-5	i	-1	2	-3	-1.1	0	-6	1	i
O=C(CN1CCCCC1)NC(=O)Nc1ccccc1F	1	i	-1	3	1	-1.0	0	-2	-4	i
CN(CC(=O)Nc1cccc(F)c1)C(=O)c1cc(S(=O)(=O)N2CCN(c3ccccc3)CC2)ccc1Cl	-1	i	4	0	-1	0.1	-1	4	6	i
CC1=C(C(=O)Nc2cccc(C(=O)NC(C)c3ccccc3)c2)SCCO1 (centres undefined)	-10	i	0	2	-5	-0.1	-2	1	4	i
CN(C)c1nc(N)nc(CSc2nc3c(c(=O)n(C)c(=O)n3C)n2Cc2ccccc2F)n1	-2	i	-14	-3	2	-1.8	4	-1	6	i
COC(=O)C1CCN(C(=O)COC(=O)c2n[nH]c3ccccc23)CC1	-6	i	1	1	-1	-1.3	-3	-1	-1	i
CO[C@H]1CC[C@@]2(C)[C@@H](CC[C@@H]3[C@@H]2CC[C@@]2(C)[C@H]3C[C@H](C(=O)O)O[C@]23CCCO3)C1	4	i	-6	2	4	-1.2	-1	1	10	i
COc1cccc(N2CCN(C(=O)C3CCN(S(=O)(=O)c4cccs4)CC3)CC2)c1	-3	i	-5	4	1	-1.1	1	-2	0	i
O=C(Nc1ccccc1-c1ccccc1)c1ccccc1	-2	i	-4	-1	2	-0.2	-5	-4	0	i
CC/C(=N/N=C(\CC)c1ccccc1)c1ccccc1	-5	i	5	0	2	-0.8	1	-5	2	i
COc1ccccc1CNC(=O)CN(c1ccc(C)cc1)S(=O)(=O)c1c(C)noc1C	-7	i	-3	2	1	-0.1	-1	-2	-1	i
O=C(c1ccc(F)c(F)c1)N1CCC2(CC1)NCCc1[nH]cnc12	4	i	-1	0	-2	-0.9	1	5	-2	i
CCN(CC(=O)Nc1c(F)cccc1F)C(=O)C1CCN(S(=O)(=O)c2ccc(C)c(C)c2)CC1	1	i	5	3	-1	-0.8	0	1	-4	i
CCN(CC)CCN(Cc1cc2cc(C)ccc2[nH]c1=O)C(=O)Nc1ccccc1OC	-2	i	3	-2	-2	-1.6	0	4	-1	i
CN1C(=O)C(N=Nc2ccc([N+](=O)[O-])cc2)SC1=S (centres undefined)	3	i	0	-2	-12	3.8	1	2	-9	i
Cc1ccc(S(=O)(=O)CC(=O)N(CCCN(C)C)c2nc3ccc(C)cc3s2)cc1	-2	i	-6	-4	2	0.2	-2	-1	-1	i
Cc1cc(/C=C(\C#N)C(=O)OCC#N)c(C)n1CC(C)C	1	i	-1	2	-1	1.9	2	2	-20	i
Cc1ccccc1N(CC(=O)NCc1ccncc1)S(C)(=O)=O	-2	i	5	4	-3	-1.4	-1	1	-5	i
CO[C@@H]1CN(C)C(=O)c2cc(NC(=O)NC3CCCCC3)ccc2OC[C@@H](C)N(CCc2ccccc2)C[C@H]1C	nt	nt	nt	nt	nt	-0.2	nt	1	7	i
N#Cc1c(N)[nH]c(C(=O)c2ccccc2)c1-c1ccc(Cl)cc1	nt	nt	1	nt	nt	3.9	nt	-1	1	i
CCOc1ccc(/C=C/[N+](=O)[O-])c2ccccc12	-13	i	11	5	9	1.5	12	9	-5	i
FC(F)(F)c1cc(-c2ccccc2)nc(-n2cncn2)n1	0	i	6	1	0	-0.2	3	-1	0	i
COCCNCC(=O)Nc1ccc(C)c(S(=O)(=O)N2CCCCC2)c1	-10	i	-1	0	-1	-0.1	-1	4	0	i
O=C(O)c1cc2ccccc2n1-c1ccccc1	-4	i	-6	4	-2	-1.8	-2	-1	5	i

Structural class, the entries above with a COOH group
SMILES	Scp1 inh	Rpn11 inh	NadD inh	Rin1 Abl inh	DNMT1 inh	LMPTP block	STEP block	CSN inh	SUMO1 PPI mod	Neddylation inh
CC(C)(C)c1cc(C(=O)O)n[nH]1	-5	i	7	3	1	-2.8	-6	-1	-3	i
CO[C@H]1CC[C@@]2(C)[C@@H](CC[C@@H]3[C@@H]2CC[C@@]2(C)[C@H]3C[C@H](C(=O)O)O[C@]23CCCO3)C1	4	i	-6	2	4	-1.2	-1	1	10	i
O=C(O)c1cc2ccccc2n1-c1ccccc1	-4	i	-6	4	-2	-1.8	-2	-1	5	i

(cont.)
SMILES	Scp1 inh	Rpn11 inh	NadD inh	Rin1 Abl inh	DNMT1 inh	LMPTP block	STEP block	CSN inh	SUMO1 PPI mod	Neddylation inh
COc1ccccc1CCN=C(N)NS(=O)(=O)c1ccc(F)cc1	-5	i	-3	-2	-1	-0.2	4	6	-2	i
CC(C)[C@H](NS(=O)(=O)c1ccccc1)C(=O)Nc1ccccc1N1CCOCC1	-2	i	-4	3	-3	-0.1	4	-4	-3	i
COc1ccc(N(C(=O)c2snc(C(N)=O)c2N)C(C(=O)NC2CCCC2)c2ccco2)c(OC)c1 (centres undefined)	-3	i	-3	1	-2	0.4	0	2	-17	i
O=C(/C(=N/O)n1cncn1)c1ccccc1Cl	0	i	2	0	2	-0.6	2	2	-4	i
COc1ccc(-c2cc(C(=O)Nc3c(F)cc(F)cc3Br)no2)cc1	-4	i	-5	2	5	-1.2	0	-3	1	i
CCOC(=O)C(=N/O)/C(C)=N/NC(C)=O	-4	i	-7	-3	0	1.1	-2	-6	-4	i
COc1cc(-n2c(=O)c3ccccc3n(CC(=O)OCc3ccccc3)c2=O)cc(OC)c1OC	-10	i	-4	2	39	-1.8	3	7	-1	i
Cc1ccc2sc(N(CCN(C)C)C(=O)c3ccc4ccccc4c3)nc2c1C	7	i	-1	-3	2	1.3	4	-1	-8	i
COc1cc2c(cc1OC)C(C)N(C(=O)C(NC(=O)c1ccccc1)C(C)C)CC2 (centres undefined)	-6	i	-6	-1	0	-1.4	0	1	1	i
Cc1cc(NC(=O)CC2CCCC2)ccc1Br	1	i	-3	0	8	0.9	1	2	-2	i
CC(C)(C)c1ccc(NC(=O)CSc2n[nH]c(=O)n2C2CC2)cc1	-2	i	-8	3	2	-0.2	1	-5	6	i
O=C(COC(=O)CCC(=O)c1ccc2c(c1)OCCO2)NCc1ccc2c(c1)OCO2	2	i	-4	2	-4	3.0	6	7	1	i
COCC1CCN(Cc2c(C(=O)N3CCc4ccccc4C3)nc3ccc(Cl)cn23)C1 (centres undefined)	4	i	17	4	1	1.4	-1	-5	4	i
C=CCn1c(SCC(=O)NCc2ccco2)nc2ccccc2c1=O	-1	i	-6	3	0	-0.4	3	-14	0	i

Shown bar-delimited: 3 of the compounds above
smiles | Scp1 inh | Rpn11 inh | NadD inh | Rin1 Abl inh | DNMT1 inh | LMPTP block | STEP block | CSN inh | SUMO1 PPI mod | Neddylation inh
CC(C)(C)c1ccc(NC(=O)CSc2n[nH]c(=O)n2C2CC2)cc1 | -2 | i | -8 | 3 | 2 | -0.2 | 1 | -5 | 6 | i
C=CCn1c(SCC(=O)NCc2ccco2)nc2ccccc2c1=O | -1 | i | -6 | 3 | 0 | -0.4 | 3 | -14 | 0 | i
O=C(COC(=O)CCC(=O)c1ccc2c(c1)OCCO2)NCc1ccc2c(c1)OCO2 | 2 | i | -4 | 2 | -4 | 3.0 | 6 | 7 | 1 | i
